Screening data: PubChem BioAssay, National Center for Advancing Translational Sciences (NCATS)
DT40 TDP1 CPT = DT40-hTDP1 cell growth loss with CPT. Potency, µM (highest dose often 46.2 µM), inactives show at the highest dose activity change, negative = growth inhibition, most hits filed as inhibitors. 420,000 compounds, 12% hits. chicken DT40 Tdp1-/-;hTDP1 cells + 20 nM CPT, ATP luminescence, 48 h; also: nearly all actives have a fitted effect of over 55% in size
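Cell growth measured by CellTiter-Glo luminescence after a minimum 48 h, 37 C compound exposure with 20 nM CPT in Tdp1-knockout DT40 cells stably expressing hTDP1, seeded 400/well; qHTS titration format.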
TDP1 cell noCPT = qHTS for Inhibitors of human tyrosyl-DNA phosphodiesterase 1 (TDP1): qHTS in cells in absence of CPT; DT40 Tdp1-/- hTDP1 cells, no CPT, ATP luminescence, 48 h; Potency, µM (series often up to 46.2 µM), inactives show at the highest dose activity change, negative = growth inhibition, hits mostly inhibitors; 420,000 compounds, 15% hits; AID 686978, 2013; also: nearly all actives have a fitted effect of over 55% in size
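Readout: luminescence from CellTiter-Glo after 30 min in the dark at RT. Cells: DT40 Tdp1-/- with stable hTDP1, 400/well. Exposure: compounds alone, ≥48 hr, 37 °C.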
TDP1 inh = inhibitors of human tyrosyl-DNA phosphodiesterase TDP1 | recombinant TDP1, AlphaScreen DNA substrate cleavage | 350,000 compounds, 0.28% hits | AID 485290 | Potency, µM (titrated, usually from 130 µM), inactives show at the highest dose activity change, negative = inhibition, most hits filed as inhibitors | Q9NUW8; also: nearly all actives have a fitted effect of over 40% in size
Target sequence (Q9NUW8 whole entry, looked up): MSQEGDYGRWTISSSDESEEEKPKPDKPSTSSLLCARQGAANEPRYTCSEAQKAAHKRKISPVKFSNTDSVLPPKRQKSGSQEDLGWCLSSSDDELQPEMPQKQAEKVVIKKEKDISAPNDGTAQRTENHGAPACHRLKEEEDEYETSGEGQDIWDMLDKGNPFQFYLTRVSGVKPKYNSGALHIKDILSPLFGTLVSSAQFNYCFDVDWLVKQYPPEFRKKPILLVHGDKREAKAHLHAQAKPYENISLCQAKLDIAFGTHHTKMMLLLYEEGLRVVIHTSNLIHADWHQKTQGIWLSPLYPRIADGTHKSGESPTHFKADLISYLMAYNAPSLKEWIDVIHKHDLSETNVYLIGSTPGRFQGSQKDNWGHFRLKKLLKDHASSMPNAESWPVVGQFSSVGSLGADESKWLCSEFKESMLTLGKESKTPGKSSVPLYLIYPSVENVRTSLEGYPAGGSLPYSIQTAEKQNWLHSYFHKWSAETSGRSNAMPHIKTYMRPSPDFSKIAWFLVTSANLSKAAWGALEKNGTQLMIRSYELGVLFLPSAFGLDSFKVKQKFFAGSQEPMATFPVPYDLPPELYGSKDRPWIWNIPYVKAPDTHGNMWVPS
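Compounds were preincubated with Tdp1 (1 nM final) for 15 min at room temperature before substrate (15 nM final) started a 5 min reaction; beads (10 ug/ml final) were then added for 10 min before AlphaScreen detection.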
The depositor's hits bear a star; ? = inconclusive; · = no result given; [ ] = remark or other dose. Calls follow the shape of the dose curve; as a rule, active = well fitted curve in the direction sought with a large enough effect; inconclusive = small, poorly fitted or top-dose-only effect, or another doubt; inactive = no such curve, though single readings can be large; an effect the other way counts as inactive or inconclusive. % is scaled to controls: 0 for no effect and ±100 for the full control effect; potency is read from the fitted curve at half-maximal effect.

cpd	Structure	DT40 TDP1 CPT	TDP1 cell noCPT	TDP1 inh
1	CC(NC(=O)COC(=O)c1ccc2c(=O)n3c(nc2c1)CCCCC3)c1ccccc1 (stereo not given)	-0.6%	1.0%	0.4%
2	COc1ccc(CNC(=O)COC(=O)c2ccc3c(c2)OCCO3)cc1	5.3%	6.4%	2.0%
3	Oc1ccccc1-c1nc2c3ccccc3c3ccccc3c2[nH]1	20.6µM*	18.4µM*	-5.1%
4	N=C1SC(CC(=O)Nc2ccc([N+](=O)[O-])cc2)C(=O)N1c1ccccc1 (stereo not given)	-0.3%	?	8.2%
5	Cc1ccc(C(=O)N/C(=C/c2cccnc2)C(=O)NCc2ccco2)cc1	-0.9%	-16.3%	5.3%
6	COc1ccccc1NS(=O)(=O)c1cccc(C(=O)N/N=C/c2ccc3c(c2)OCCO3)c1	-5.4%	-19.5%	7.1%
7	CCn1c2ccccc2c2cc(CN3CCN(S(=O)(=O)Cc4ccccc4)CC3)ccc21	?	14.6µM*	-2.7%
8	CC(=O)c1cccc(NC(=O)c2nc(-c3ccccc3)n(-c3ccccc3C)n2)c1	25.9µM*	20.6µM*	8.6%
9	COc1ccc(CC(=O)Nc2ccc3c(C)cc(=O)oc3c2)cc1OC	1.0%	-29.3%	·
10	N#Cc1cccc(C(=O)OCc2cccc(S(=O)(=O)N3CCOCC3)c2)c1	3.9%	0.9%	-6.2%
11	CC(Oc1ccc(/C=N/NC(=O)Cc2cccc3ccccc23)cc1)C(=O)O (stereo not given)	1.4%	-22.8%	1.2%
12	CC(NC(=O)c1ccco1)C(=O)N(C)Cc1ccc(C(F)(F)F)cc1 (stereo not given)	-12.4%	?	-12.4%
13	Cc1ccc(-c2cc(-c3ccc(F)cc3)c(C#N)c(N)n2)o1	?	?	0.0%
14	CC(C)=C[C@@H]1C[C@H](C)[C@H]2CC[C@H](C)c3c(O)c(O)c(C)c1c32	20.6µM*	?	9.0%
15	COC(=O)c1cc(NS(=O)(=O)c2ccc(N3CCOCC3)c(N)c2)cc(C(=O)OC)c1	-2.2%	-7.8%	0.0%
16	O=C(NCc1ccccc1)C1Cc2c(-c3cccc(F)c3)ccnc2O1 (stereo not given)	0.92µM*	0.92µM*	·
17	O=C(CN1C(=O)S/C(=C\C=C\c2ccccc2)C1=O)N1CCCCC1	4.2%	2.1%	3.9%
18	OCCN1CCN(c2ncnc3c2ncn3[C@H]2CN(Cc3ccc4c(c3)OCO4)C[C@@H](CO)O2)CC1	-36.2%	?	·
19	O=C(Nc1ccc(C(F)(F)F)cc1)c1cc(S(=O)(=O)N2CCCc3ccccc32)ccc1F	7.31µM*	10.3µM*	0.0%
20	COc1nc(C)cc(C)c1S(=O)(=O)c1ccccc1	-0.2%	-1.7%	·
21	CCc1cccc(C)c1NC(=O)c1cc(CN2CCCC2)on1	1.2%	-19.4%	0.6%
22	CC(=O)c1ccc(N2CCN(S(=O)(=O)c3ccc4[nH]c5c(c4c3)CCCC5)CC2)cc1	?	25.9µM*	7.5%
23	CC(C)OCCCNc1ncnc2c1[nH]c1ccccc12	8.91µM*	14.1µM*	1.1%
24	O=C(c1cccc(Oc2ccc([N+](=O)[O-])cc2Cl)c1)N1CCCCC1	0.6%	-12.0%	0.0%
25	C/C(=N\N1CCN(c2ccccc2)CC1)c1ccc(O)cc1	-25.1%	-25.0%	·
26	CCN(CC)c1ccc(/C=N/OCC(=O)N2CCCc3ccccc32)cc1	?	?	1.9%
27	CC1CCC(NC(=O)c2cc3c(s2)CCCC3)CC1 (stereo not given)	-44.9%	?	-4.1%
28	Cc1cc(C)cc(NC(=O)CSc2nc(-c3cccc(Cl)c3)nc3c2Cc2c(CO)cnc(C)c2O3)c1	-23.1%	-2.9%	5.1%
29	CC(CCc1ccccc1)NC(=O)COC(=O)c1cccc2ccccc12 (stereo not given)	-2.9%	-3.7%	2.6%
30	COc1ccc2nc(-c3ccco3)c(-c3ccco3)nc2c1	18.4µM*	?	·
31	O=[N+]([O-])c1ccc(CSc2nnc(SCc3ccccc3)s2)cc1	-6.7%	-8.1%	5.4%
32	COc1cc(CNc2ccc3[nH]c(=O)[nH]c3c2)ccc1OCc1ccc(C)cc1	?	?	·
33	Cc1cc2oc(=O)cc(-c3ccccc3)c2c(C)c1-c1ccc(OC(F)(F)F)cc1	?	20.6µM*	-0.6%[56.1 µM]
34	Cc1ccc(NC(=O)CCc2nnc3n(C)c(=O)c4sccc4n23)cc1C	-12.0%	-2.5%	8.8%
35	O=C(c1ccc(COc2ccccc2[N+](=O)[O-])o1)N1CCCCC1	?	?	3.1%
36	O=c1c2ccccc2nc2n1C(CSc1ccc(Cl)cc1)CN2 (stereo not given)	-1.7%	-10.0%	5.9%
37	COc1ccc(O)c(-c2cc(-c3cccs3)[nH]n2)c1	14.6µM*	?	11.1%
38	O=C1c2ccccc2C(=O)N1CCC1(O)C(c2ccccc2)=Nc2ccccc21 (stereo not given)	?	?	·
39	CCOC(=O)C1=NN(c2ccc(OC)cc2)C(c2ccccc2)CC1=O (stereo not given)	-10.4%	-21.3%	-4.4%
40	COc1ccc(CCNC(=O)CCc2c(C)nc3c4cccnc4nn3c2C)cc1OC	-12.3%	1.3%	6.4%
41	Cc1cc(C)c(OCC(=O)N2CCN(c3ncc(C(F)(F)F)cc3Cl)CC2)c(C)c1	3.2%	-18.0%	-4.1%
42	Nc1nc(SCC(=O)N2CCN(S(=O)(=O)c3ccc(Cl)cc3)CC2)n[nH]1	?	19.5%	-2.6%
43	COC(CNc1ncnc2c1cnn2C)OC	3.6%	5.2%	-3.5%
44	c1ccc(C2C3=C(Nc4ncnn42)c2ccccc2CCC3)cc1 (stereo not given)	6.6%	-4.3%	10.5%
45	CC(C)NC(=O)N(C)C[C@H]1Oc2ccc(NC(=O)c3ccncc3)cc2C(=O)N([C@H](C)CO)C[C@@H]1C	-1.7%	-2.7%	-0.3%

Continued; the last 6 above are carried over.
cpd	Structure	DT40 TDP1 CPT	TDP1 cell noCPT	TDP1 inh
40	COc1ccc(CCNC(=O)CCc2c(C)nc3c4cccnc4nn3c2C)cc1OC	-12.3%	1.3%	6.4%
41	Cc1cc(C)c(OCC(=O)N2CCN(c3ncc(C(F)(F)F)cc3Cl)CC2)c(C)c1	3.2%	-18.0%	-4.1%
42	Nc1nc(SCC(=O)N2CCN(S(=O)(=O)c3ccc(Cl)cc3)CC2)n[nH]1	?	19.5%	-2.6%
43	COC(CNc1ncnc2c1cnn2C)OC	3.6%	5.2%	-3.5%
44	c1ccc(C2C3=C(Nc4ncnn42)c2ccccc2CCC3)cc1 (stereo not given)	6.6%	-4.3%	10.5%
45	CC(C)NC(=O)N(C)C[C@H]1Oc2ccc(NC(=O)c3ccncc3)cc2C(=O)N([C@H](C)CO)C[C@@H]1C	-1.7%	-2.7%	-0.3%
46	O=C(NC1CCCCC1)N1CCNCC1	7.5%	-11.2%	·
47	CCC(=O)Nc1cccc(NC(=O)c2cc3ccccc3o2)c1	?	?	-1.9%
48	CCOc1ccc(CCN2C(=O)C(=O)N([C@@H](CC(C)C)CN3CCC[C@H]3CN3C(=O)C(=O)NC[C@@H]3Cc3ccccc3)C[C@@H]2Cc2ccccc2)cc1	16.4µM*	16.4µM*	·
49	CCc1nc2scc(-c3ccccc3)c2c(=O)n1N	-16.2%	-29.5%	2.3%
50	Cc1ccc(NC(=O)COC(=O)c2ccc([N+](=O)[O-])o2)cc1S(=O)(=O)N1CCCCC1	-35.3%	-20.5%	5.4%
51	COc1ccc(CNC(=O)C2CCN(c3nc4ccc(C)cc4[nH]3)CC2)cc1	?	10.3µM*	2.7%
52	COc1cccc(CNC(=O)CN2C(=O)CSc3ccc(S(=O)(=O)N4CCOCC4)cc32)c1	-0.6%	27.1%	2.0%
53	Cc1ccc(-n2c(C)n[nH]c2=S)cc1	3.2%	-13.8%	·
54	O=C(Cn1nnc2ccccc2c1=O)N[C@@H](Cc1c[nH]c2ccccc12)C(=O)O	11.4%	0.2%	0.0%
55	CCCCc1ccc(-n2nc3cc(C)c(NC(=O)c4ccc(C#N)cc4F)cc3n2)cc1	-9.9%	-23.7%	5.8%
56	O=C(OCC(=O)N1CCc2ccccc21)[C@@H]1CC(O)CN1S(=O)(=O)c1ccc(Cl)cc1 (stereo not given in full)	?	?	-0.4%
57	Cc1cccc(C)c1NC(=O)Cn1c(=O)n(CCCS(=O)(=O)C2CCCCC2)c(=O)c2ccccc21	-2.9%	?	0.0%
58	O=C(CSc1nc2ccccc2c(=O)n1Cc1ccco1)c1ccccc1	16.4µM*	20.6µM*	-2.1%
59	O=C(c1cc2cc(F)ccc2[nH]1)N1CCCC(Nc2ccc(F)cc2)C1 (stereo not given)	14.6µM*	?	0.4%
60	O=C(O)CC1SC(=O)N(Cc2ccccc2)C1=O (stereo not given)	-17.0%	-7.9%	-5.8%
61	O=C(Cc1ccccc1)NCC(=O)N1CCCC1	0.6%	-2.4%	4.5%
62	CCc1ccccc1N1C(=O)CN(S(=O)(=O)CC)CC1(C)C(=O)NC1CCCCC1 (stereo not given)	-16.5%	-10.3%	1.2%
63	CC1=C(C(=O)Nc2ccccc2C(=O)NC2CCCCC2C)SCCO1 (stereo not given)	?	?	6.9%
64	CC(=O)Oc1cccc(NC(=O)c2cccc(C(=O)Nc3cccc(OC(C)=O)c3)c2)c1	-1.9%	-4.8%	·
65	COc1ccc(C(=O)N2CCN(C(=O)c3ccc(-c4ccccc4)cc3)CC2)cc1OC	-19.4%	?	0.0%
66	CCCCC(=O)Nc1ccc(C(=O)N2CCN(C)CC2)cc1	-14.9%	-0.4%	3.1%
67	O=C(CN1C(=O)c2ccccc2C1=O)NC1CCS(=O)(=O)C1 (stereo not given)	-5.9%	-0.5%	·
68	Cc1c(NC(=O)C2CCCN2S(=O)(=O)c2cccc3nsnc23)cccc1C(=O)O (stereo not given)	-36.1%	5.5%	4.9%
69	CCN1CCN(C(=O)/C=C/c2ccc(OC)cc2)CC1	-8.7%	-25.3%	6.2%
70	COc1ccc(CN(C)C(=O)c2ccc(Oc3ccccc3)cc2)cc1F	-27.4%	?	-14.1%
71	COc1cc(/C=C2\CCC(C3CCCC3)C2=O)ccc1OC(C)C (stereo not given)	?	?	·
72	COc1cc(OC)c(NC(=O)c2c(C)oc3nc(C)nc(N4CCOCC4)c23)cc1Cl	-4.2%	-15.4%	-2.1%
73	COC(=O)c1ccccc1NC(=O)CSCC(=O)Nc1ccc(F)cc1	-29.0%	-13.5%	-2.0%
74	CCOC(=O)C1=C(c2ccccc2)NC(=S)NC1c1cc([N+](=O)[O-])ccc1OC (stereo not given)	-25.3%	?	3.8%
75	Cc1onc(-c2ccccc2Cl)c1C(=O)Nc1ccccc1	11.6µM*	?	2.2%
76	Cc1ccc(-c2cc(C(=O)NCCc3ccccc3)c3c(-c4ccc(C)cc4)[nH]nc3n2)cc1	?	9.2µM*	5.3%
77	O=C1N[C@@H](Cc2ccccc2)COC(=O)[C@H](Cc2ccc(F)cc2)C/C=C\C[C@H]1CC(=O)N(CCO)Cc1ccccc1	20.6µM*	8.2µM*	2.3%
78	CC(=O)Nc1c(Cl)cc2c(c1Cl)C(=O)c1ccccc1-2	11.6%	0.8%	·
79	O=C(c1noc2c1CCCC2)N1CCCCC1	-24.6%	-15.3%	5.4%
80	Cc1cccc(N2CCN(C(=O)c3ccncc3)CC2C)c1 (stereo not given)	-24.2%	-24.5%	7.0%
81	Cn1cc(-c2cc3n(n2)CCC(=O)N3CC(=O)O)c2ccccc21	-5.9%	-1.0%	0.0%
82	COc1cc(C(=O)NCC(=O)OCC(=O)c2cccc3ccccc23)cc(OC)c1OC	?	10.5%	4.8%
83	CCOc1ccc(S(=O)(=O)N2CCCCC2)cc1NC(=O)CSCc1c(C)noc1C	-29.3%	?	·
84	CCN1CCc2c(sc(NC(=S)NC(=O)c3ccco3)c2C(N)=O)C1	8.0%	-14.4%	0.0%
85	COc1ccccc1NC(=O)N(C)C[C@@H]1Oc2ncc(Br)cc2C(=O)N([C@H](C)CO)C[C@@H]1C	-16.4%	?	·
86	CN(Cc1ccc2nonc2c1)Cc1nc(CC2CC2)no1	-7.3%	-23.4%	2.7%
